Bim-Mcl-1 – inhibitors of Bim-Mcl-1 interaction, human. AID 1009. inhibition, % at 10 µM. hit rate 0.1% among 190,000. Q07820. Bead-based flow cytometry, Bim peptide-Mcl-1 binding;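 also: 0% = no compound tracer wells and 100% = peptide blocker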
Bcl-W Bim block – disrupts Bim peptide binding to human Bcl-W. AID 952. bead-based flow cytometry. hit rate 0.02% among 190,000. Q92843. inhibition, % at 10 µM;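 also: 0% = bound tracer without compound and 100% = peptide blocker; higher means less fluorescent Bim peptide bound to Bcl-W beads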
Target sequence (Q92843 whole entry, looked up): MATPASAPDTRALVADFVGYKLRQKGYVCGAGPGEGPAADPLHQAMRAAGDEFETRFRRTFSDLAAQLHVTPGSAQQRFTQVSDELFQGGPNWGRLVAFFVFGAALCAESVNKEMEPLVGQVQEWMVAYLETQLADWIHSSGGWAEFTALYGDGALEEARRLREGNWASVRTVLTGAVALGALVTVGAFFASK
Bcl-XL Bim block – human Bim-Bcl-XL interaction inhibition | Bim peptide-Bcl-XL binding, bead flow cytometry, fluorescence | hit rate 0.04% among 190,000 | inhibition, % at 10 µM | Q07817
Target sequence (Q07817 whole entry, looked up): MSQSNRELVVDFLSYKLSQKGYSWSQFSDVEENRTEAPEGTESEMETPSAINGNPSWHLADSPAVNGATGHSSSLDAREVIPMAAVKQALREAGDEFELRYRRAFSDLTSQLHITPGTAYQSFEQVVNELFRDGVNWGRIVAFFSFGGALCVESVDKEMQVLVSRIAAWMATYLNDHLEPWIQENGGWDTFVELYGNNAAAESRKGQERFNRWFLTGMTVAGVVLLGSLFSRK
RGS7-Gao reg – regulators of human RGS7-Galphao interaction; P09471; hit rate 0.35% among 220,000; Multiplexed bead flow cytometry, RGS7-Galphao binding; actives lie on both sides; binding response (% of control), % at 10 µM; AID 1439; in the data active = binding response below about 49% or above about 150%; inconclusive = no clear call, values can overlap the other calls; inactive = in between;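 also: fluorescent Galphao held in activated GDP-AlF4 state binding bead-coupled RGS7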
Mcl1-Bid inh – Mcl-1/Bid interaction inhibition; Q07820; TR-FRET Mcl-1/Bid-Dy647 peptide binding, 1536-well; inhibition, % at 21.7 µM; hit rate 0.97% among 220,000; AID 1021;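 active = compounds that cut the binding signal by more than half at the single screening dose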;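 also: His-tagged Mcl-1 with europium anti-His antibody binding Bid BH3 peptide; 0% = Mcl-1 plus peptide wells and 100% = peptide-only wells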
RGS4-Gao reg – modulates binding of RGS4 to human Galphao; P09471; Multiplexed bead flow cytometry; actives lie on both sides; binding response (% of control), % at 10 µM; hit rate 0.33% among 220,000; in the data active = binding response below about 49% or above about 150%; inactive = in between;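 also: fluorescent Galphao activated with aluminum fluoride binding bead-coupled RGS4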
Bim-Bcl-B – disrupts Bim peptide binding to human Bcl-B; inhibition, % at 10 µM; bead-based flow cytometry; Q9HD36; hit rate 0.073% among 190,000;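 also: 0% = tracer peptide without compound and 100% = reference inhibitor peptide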
Target sequence (Q9HD36 whole entry, looked up): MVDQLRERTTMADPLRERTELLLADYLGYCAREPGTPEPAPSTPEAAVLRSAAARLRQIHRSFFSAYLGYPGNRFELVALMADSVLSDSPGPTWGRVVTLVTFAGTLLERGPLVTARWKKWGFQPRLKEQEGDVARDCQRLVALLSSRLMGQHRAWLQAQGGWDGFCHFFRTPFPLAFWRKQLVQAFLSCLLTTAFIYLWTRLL
Bcl-2 Bim block – disrupts Bim peptide binding to human Bcl-2; P10415; Bead-based flow cytometry, Bim peptide-Bcl-2 binding; inhibition, % at 10 µM; hit rate 0.06% among 190,000; in the data active = inhibition above about 40%; inconclusive = no clear call, values can overlap the other calls;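 also: 0% = no compound wells with probe peptide and 100% = reference peptide inhibitor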
Target sequence (P10415 whole entry, looked up): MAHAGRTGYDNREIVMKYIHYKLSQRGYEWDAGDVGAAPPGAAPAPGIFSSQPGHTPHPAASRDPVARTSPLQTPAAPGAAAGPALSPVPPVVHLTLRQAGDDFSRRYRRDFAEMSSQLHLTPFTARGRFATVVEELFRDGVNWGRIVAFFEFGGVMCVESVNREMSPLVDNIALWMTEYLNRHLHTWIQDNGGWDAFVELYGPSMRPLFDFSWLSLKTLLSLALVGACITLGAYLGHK
Bim-Bfl-1 – inhibitors of Bim-Bfl-1 interaction, human; AID 1008; inhibition, % at 10 µM; Bead-based flow cytometry, Bim-Bfl-1 binding inhibition; hit rate 0.12% among 190,000;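 also: 0% = wells without compound plus tracer and 100% = blocker peptide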
Mcl1 Noxa PPI – disrupts binding of human Mcl-1 to Noxa peptide; inhibition, % at 21.7 µM; Q07820; hit rate 1.5% among 220,000; TR-FRET Mcl-1/Noxa peptide binding, 2 h;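 active = compounds that cut the protein-peptide binding signal by more than 50% relative to plate controls in a single-dose test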;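 also: His-tagged Mcl-1 with rhodamine Noxa BH3 peptide and terbium anti-His antibody; 0% = Mcl-1 plus Noxa peptide wells and 100% = peptide-only wells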
RGS8-Gao – regulators of human RGS8-Galphao interaction; P09471; multiplexed bead flow cytometry, RGS8-Galphao binding; actives lie on both sides; response (percent of control binding), % at 10 µM; hit rate 0.34% among 220,000; in the data active = response below about 60% or above about 140%; inactive = in between;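 also: Galphao activated as the GDP aluminium fluoride complex binding bead-coupled RGS8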
The depositor's hits bear a star; ? = inconclusive; . = no result given; & = joins results of further samples. Rule as the data show it, unless noted: active = inhibition above about 40%.

SMILES	Bim-Mcl-1	Bcl-W Bim block	Bcl-XL Bim block	RGS7-Gao reg	Mcl1-Bid inh	RGS4-Gao reg	Bim-Bcl-B	Bcl-2 Bim block	Bim-Bfl-1	Mcl1 Noxa PPI	RGS8-Gao
O=C(NCc1cccnc1)c1ccc(COc2cccc3ccccc23)o1	-3	0	-2	47*	-5	49*	-2	-2	-3	25	56*
Cc1nc(-c2ccc(C(=O)N3CCCC3)cc2)cs1	-4	-3	-4	103	-16	101	3	2	5	-7	102
N#Cc1nc(-c2ccco2)oc1N1CCCC1	-2	-3	-1	97	40	99	-2	-4	-1	25	100
COc1ccc2nc(Nc3nc(CSc4nnnn4-c4ccccc4)cc(=O)[nH]3)nc(C)c2c1	-3	-3	-8	135	19	109	-9	-9	-17	22	98
CCOc1ccc(-c2cc(C(=O)NCC3CCCO3)c3ccccc3n2)cc1 (centres undefined)	-3	-3	-4	92	-17	93	-4	-3	0	7	82
Cc1ccc(-n2ncc(C(=O)N3CCc4ccccc4C3)c2NC(=O)c2ccco2)cc1C	-4	-9	-6	96	-4	93	-11	-6	-7	21	78
CCOC(=O)c1oc2cc(OCC(N)=O)ccc2c(=O)c1-c1ccc(OC)c(OC)c1	-4	-4	-2	109	-9&-2	105	-17	-5	-10	15&15	105
CN1C(=O)CSc2ccc(NC(=O)N3CCc4ccccc43)cc21	0	4	-6	111	24	112	-4	-4	-8	-1	109
Cc1cc(C)c(C)c(S(=O)(=O)N2CCN(C)CC2)c1C	-2	0	-2	104	-20	102	-2	0	-5	-12	101
Cc1cc(N2CCCC2=O)cc(C)c1CN1C(=O)c2ccccc2C1=O	-1	-1	-3	102	-17	104	-7	-1	-1	-16	103
CCCCOC(=O)NC1(C)CCS(=O)(=O)C1 (centres undefined)	-1	-4	-6	98	-18	98	-9	-7	-15	-5	100
CCCc1ccc(-c2ccc(F)c(N)c2)nc1	-2	0	0	102	-25	104	-1	3	0	5	100
CCc1ccccc1NC(=O)CSc1nnc([C@H](CCSC)NC(=O)OC(C)(C)C)o1	0	-2	-7	98	-21	102	-2	2	-1	14	104
CCC1=C(OC(=O)N(CC)CC)N2C(=O)OC(=NCCc3c[nH]c4ccccc34)[C@]2(C)[C@H]2C1=CC[C@H]1C(=O)N(CC(=O)OC)C(=O)[C@H]12	.	.	.	?	-76	108	.	.	.	-8	107
COc1ccc(CNCCc2ccccc2)cc1OCC(N)=O	2	-2	0	112	-6	107	-6	-5	-9	6	101
CO/N=C(\Cn1ncc(N2CCCC2)c(Br)c1=O)c1ccc(Cl)cc1	2	6	-7	103	-25	97	-5	-3	-4	3	98
Cc1cc(C(=O)NCc2cc(F)cc3c2OCOC3)nn1C	.	.	.	?	-9	109	.	.	.	11	96
CC(C)Nc1nnc(SCC(=O)NCc2ccc3c(c2)OCO3)s1	0	1	-4	102	-21	102	-2	0	-1	15	100
Cc1cc(NC(=O)CN2CCCCC2)no1	0	0	-2	101	24	99	-2	0	0	38	98
O=c1[nH]ncc(N/N=C\c2cccnc2)c1Cl	.	.	.	?	-40	96	.	.	.	7	99
CC(=O)c1ccc(N=C2SCCCN2C(=O)C2CCCC2)cc1	0	0	-4	106	-2	103	-2	-5	-9	-20	110
COc1ccc(OC(C)C(=O)Nc2cccc([N+](=O)[O-])c2)cc1 (centres undefined)	-3	0	0	98	-9	100	-2	-3	-1	10	105
CCn1c(C)nc2cc(-c3nc4n(n3)Cc3ccccc3-4)ccc21	-3	-5	-2	99	-3	101	0	1	0	0	100
COc1cc(NC(=O)CSc2cc(C)c3cc(C)cc(C)c3n2)c(C(=O)O)cc1OC	.	.	.	?	-8	95	.	.	.	14	97
CC(=O)Nc1cc2c(cc1NC(=O)Cn1nc(-c3ccc4c(c3)OCCO4)ccc1=O)OCCO2	-3	-3	-1	101	-16	104	-3	2	1	17	100
O=C1CC(N2CCC(O)(c3ccc(Br)cc3)CC2)C(=O)N1c1ccc(Cl)cc1 (centres undefined)	-4	-3	-4	99	-6	89	-4	-7	0	4	96
Cc1csc(Sc2nc3c(c(=O)[nH]c(=O)n3C)n2Cc2ccccc2Cl)n1	-2	-2	-3	102	1	96	0	0	0	4	99
O=C(CSc1nnc(COc2ccccc2)n1Cc1ccco1)Nc1ccc2c(c1)OCCO2	-4	-1	-11	98	1	100	-11	-10	-13	.	100
Cc1ccc2nc(-c3ccccc3)c(CN3CCOCC3)n2c1	2	-2	-3	103	-11	102	1	0	-5	-4	102
COC(=O)c1cn(Cc2ccc(C(F)(F)F)cc2)cc(F)c1=O	.	.	.	?	-2	97	.	.	.	-9	99
NC(=O)c1c(NC(=O)c2cccs2)sc2c1CCCCCC2	0	0	-8	101	6	101	-8	-1	-10	24	99
CC(C)(Oc1ccc(Cl)cc1)C(=O)NC1CCSC1=O (centres undefined)	-5	-5	-2	104	-6	103	-3	-3	1	-1	101
CCc1nnc(NC2=NCCC2)s1	-4	-1	-2	98	-18	99	4	-5	-3	-3	100
CCN1CCCC1CN=Cc1c(O)n(-c2ccccc2)c(=O)c2ccccc12 (centres undefined)	0	0	0	105	-30	103	-2	-2	-7	7	103
O=C(NCc1cccs1)c1noc2c1CCCCC2	-1	-1	-4	97	0	100	-6	-8	-16	3	99
CC1(C)C(=O)OC(c2c(F)c(F)c(F)c(F)c2F)C2(CCCCC2)C1=O (centres undefined)	3	2	5	105	31	104	1	-7	2	17	100
CCOC(=O)C1CCN(Cc2cc(C(C)(C)C)c(O)c(C(C)(C)C)c2)CC1	-2	-1	-2	102	-26	100	-1	-4	0	-28	102
C[N+]1(CC2COC3(CCCCC3)O2)CCCC1 (centres undefined)	-1	1	-3	100	-29	100	-4	3	1	19	102
COC(=O)c1cc(Sc2c(Cl)cccc2Cl)ccn1	0	0	0	105	4	104	-3	-1	-3	9	102
CCCN(CCC)S(=O)(=O)c1nc2nc(C)cc(C)n2n1	.	.	.	?	0	108	.	.	.	-1	105

An excerpt from above, limited to RGS4-Gao reg, Bim-Bcl-B and RGS8-Gao.
SMILES	RGS4-Gao reg	Bim-Bcl-B	RGS8-Gao
CCC1=C(OC(=O)N(CC)CC)N2C(=O)OC(=NCCc3c[nH]c4ccccc34)[C@]2(C)[C@H]2C1=CC[C@H]1C(=O)N(CC(=O)OC)C(=O)[C@H]12	108	.	107
COc1ccc(CNCCc2ccccc2)cc1OCC(N)=O	107	-6	101

Continued.
SMILES	Bim-Mcl-1	Bcl-W Bim block	Bcl-XL Bim block	RGS7-Gao reg	Mcl1-Bid inh	RGS4-Gao reg	Bim-Bcl-B	Bcl-2 Bim block	Bim-Bfl-1	Mcl1 Noxa PPI	RGS8-Gao
CCOC(=O)c1ccccc1NC(=O)CSc1nnc(COc2ccccc2C)n1C	0	0	-2	99	-8	98	-6	-4	-6	8	99
COc1ccc(/C=C/C(=O)OCC(=O)Nc2c(C)cccc2C)cc1	0	-2	-2	?	-26	100	-3	0	-3	-1	101
OCc1nc2ccccc2n1CCCOc1ccc(Br)cc1	-3	6	-1	1.2*	-6	-3.9*	-7	-10	-8	16	7.0*
CCNC(=O)NC(=O)C(C)OC(=O)CCCSc1nc2ccccc2s1 (centres undefined)	23	20	30	92	-29	93	18	17	21	21	95
CCOc1ccc(-n2ccnc2SCC(=O)NCc2ccc3c(c2)OCO3)cc1	-5	-1	-14	98	4	100	-12	-13	-13	18	98
CCc1nc(CN2CCCC(C(=O)c3ccc4c5c(cccc35)CC4)C2)c(C)[nH]1 (centres undefined)	0	-2	-4	100	-22	101	-12	0	-4	9	100
CC(C)CN=CC1=C(O)c2ccccc2C1=O	.	.	.	?	-5	102	.	.	.	4	101
C#CCOCCOCCOCCNc1nc(N2CCN(C(=O)[C@H](CCCCN)n3cc([C@@H](N)C(C)CC)nn3)CC2)nc(N2CCN(C(=O)[C@H](CCCCN)n3cc([C@@H](N)CC(C)C)nn3)CC2)n1 (some centres undefined)	-2	1	-2	107	31	99	-3	-4	-5	14	102
CCCCNC(=O)NCc1cnn(C)c1C	0	5	-2	94	1	95	7	0	4	14	81
CN1CCN(S(=O)(=O)c2cccc(C(=O)Nc3sc4c(c3-c3nc5ccccc5[nH]3)CCCC4)c2)CC1	-1	0	-1	100	-36	102	-5	-7	-10	-11	100
NC(=O)C1CCN(c2ccc([N+](=O)[O-])cc2Cl)CC1	-2	-2	0	102	2	98	-1	0	2	12	99
COc1ccc(-c2nc(N)n(C(=O)c3cccs3)n2)cc1	-1	-2	-2	95	-16	99	-4	-3	-7	-11	100
COc1nc(N2CCCC2)nc(-n2nnc(C(C)=O)c2C)n1	-3	0	0	96	6	98	0	1	-4	-1	99
Oc1ccc(-c2nc3ccc4ccccc4c3c3c2CCC3)cc1O	-6	-4	-8	94	24	97	-10	-8	-6	37	103
Cc1cccc(C)c1NC(=O)C1(NC(=O)Cn2cccc([N+](=O)[O-])c2=O)CCCCC1	0	-3	-7	99	-1	99	-6	-13	-17	4	102
CN(C1CCCCC1)S(=O)(=O)c1ccc(-n2cnnn2)cc1	0	-3	-7	98	-10	101	-9	-9	-17	8	100
CN(C)c1ccc(/C=C/C(O)=C2/C(=O)N(C)C3(C)CC2c2ccccc2O3)cc1 (centres undefined)	2	-2	6	100	-1	98	-3	0	1	30	93
Clc1ccccc1CSc1nncn1-c1cccnc1	2	1	-1	?	-16	102	-1	-2	-3	9	101
N/C(CN1CCCC1=O)=N\OC(=O)c1ccccc1Cl	-4	2	-5	101	3	107	-9	-8	-11	17	109
Cc1ccc(C(=O)NCCN2C3=NC[C@H](C)N3C[C@H]2Cc2ccc(O)cc2)cc1Br	-1	-1	-2	102	-9	99	-4	-5	-4	0	103
CCCCc1ccc(-c2csc(/C(C#N)=C/c3ccc(C)o3)n2)cc1	-2	4	-1	100	1	100	-2	3	4	5	101
CC(C)N(Cc1nc(-c2ccccc2)no1)S(=O)(=O)c1ccccc1	-1	2	2	80	1	83	-1	-2	0	4	79
COc1ccccc1N(C)S(=O)(=O)c1ccc(C(=O)OCC(=O)NCc2cccs2)cc1	.	.	.	?	-44	104	.	.	.	23	101
CN(C)/C=C1\N=C(c2ccccc2)OC1=O	0	0	-1	98	20	99	-4	-5	-8	4	94
CC(C)CC(=O)Nc1ccc2c(c1)OCO2	1	-1	-1	104	-24	101	-2	-2	-2	7	103
Cc1ccc(NC(=O)COC(=O)c2ccc([N+](=O)[O-])o2)cc1S(=O)(=O)N1CCCCCC1	0	-1	0	101	-6	102	-1	0	-3	15	100
COc1ccc(C2/C=C\CN(CC(C)(C)C)CC(=O)N2Cc2ccc(F)cc2)cc1 (centres undefined)	.	.	.	?	-41	91	.	.	.	8	98
O=[N+]([O-])c1ccc(SCCc2ccccn2)cc1	.	.	.	?	-46	98	.	.	.	-24	98
O=C(NCC1CCCO1)C(c1cccs1)N(Cc1ccccc1Cl)C(=O)c1ccc(-c2ccccc2)[nH]1 (centres undefined)	8	7	11	87	-17	99	13	13	20	2	119

Screening results deposited in PubChem BioAssay by several laboratories.

Outcome played no part in choosing rows. Share with any hit: about 2.7%.
